# Screening results from PubChem BioAssay.
# IL2 activator: activates IL-2 in a cell-based reporter assay. IL-2 activation reporter assay, cell-based qHTS; stimulated with anti-CD3/CD4/CD28 beads; in transgenic mouse T cells. activation, % (series mostly up to about 46 µM). 360,000 compounds, 0.065% hits. AID 652025; in the data active = activation above about 50%; inconclusive = mostly about 30% to 49%; also: 0% is about no effect
#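 Unstimulated transgenic mouse T cells; 60-min compound exposure; bead-based TCR/CD4/CD28 stimulation; 18 h culture, 37 degrees C; dual fluorescence (EGFP, DsRed) plate cytometry.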
# PI5P4Ka inh: PI5P4K alpha (human) kinase inhibition; PI5P4Kalpha enzyme, ADP-Glo luminescence, 60 min; active compounds read low; max response, %; 330,000 compounds, 1.2% hits; AID 652105; active = max response of -50% or lower; inconclusive = between -30% and -50%; inactive = -30% or higher; also: value at the top dose of about 77 µM; % is scaled to controls: 0 for no effect and ±100 for the full control effect
#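 Single end-point luminescence (ADP-Glo) quantified ADP from PI5P4Kalpha turnover; ATP 5 microM final, 1 h at RT, 0.1% CHAPS and 0.28 mM EGTA in HEPES pH 7.4.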
# DRD3 agonist: agonists of human D3 dopamine receptor; D3R DiscoveRx beta-arrestin cells, luminescence, 90 min; P35462; 410,000 compounds, 0.58% hits; max activation, %; AID 652048; in the data active = max activation above about 30%; also: 0% is about no effect; mostly tested at two doses, the higher about 12 µM
#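 Agonist-mode cell screen: cells plated at 1500/well and incubated overnight at 37 °C, then exposed to library compounds for 90 min at 37 °C. Detection reagent was added for 30–60 min at room temperature, and luminescence was read.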
# WRN helicase inh: blocks human WRN helicase. Q14191. WRN helicase unwinding, fluorescent forked duplex, kinetic. Potency, µM (top dose mostly 114 µM), for the others: top-dose activity change, negative = inhibition, actives largely listed as inhibitors. 360,000 compounds, 0.46% hits. AID 651768; also: potency is read from the fitted curve at half-maximal effect; % is scaled to controls: 0 for no effect and ±100 for the full control effect; nearly all actives have a fitted effect of over 55% in size
#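 WRN at 20 nM final was preincubated with compound for 15 min at room temperature; reaction started with 100 nM forked duplex oligonucleotide carrying fluorophore and quencher plus 2 mM ATP (final). Unwinding followed kinetically by red fluorescence (ex 525/em 598 nm).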
# GLP-1R inv ag: inverse agonists of human GLP-1 receptor; HEK293 GLP-1R CRE-luciferase, luminescence, 24 h; GLP-1R form is constitutively active; Potency, µM (doses to about 38.3 µM), for the others: at the highest dose activity change, negative = inhibition, actives largely listed as inhibitors; 410,000 compounds, 1.6% hits; AID 624417; also: potency is read from the fitted curve at half-maximal effect; % is scaled to controls: 0 for no effect and ±100 for the full control effect; nearly all actives have a fitted effect of over 55% in size
# Target sequence (P43220 whole entry, looked up): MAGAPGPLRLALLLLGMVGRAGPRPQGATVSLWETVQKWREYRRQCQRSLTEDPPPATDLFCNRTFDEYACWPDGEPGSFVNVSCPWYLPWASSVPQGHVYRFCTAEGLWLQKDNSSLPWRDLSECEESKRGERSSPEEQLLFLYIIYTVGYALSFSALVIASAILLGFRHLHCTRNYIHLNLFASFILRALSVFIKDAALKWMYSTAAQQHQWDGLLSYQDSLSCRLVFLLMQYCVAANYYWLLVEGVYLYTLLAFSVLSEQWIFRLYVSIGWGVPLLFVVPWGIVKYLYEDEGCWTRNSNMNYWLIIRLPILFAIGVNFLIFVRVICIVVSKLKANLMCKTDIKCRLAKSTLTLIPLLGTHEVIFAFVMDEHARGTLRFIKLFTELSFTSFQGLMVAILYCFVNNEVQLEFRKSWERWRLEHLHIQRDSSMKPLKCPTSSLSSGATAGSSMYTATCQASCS
#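 Seeding at 200 cells/uL, 12 h culture, 24 hr compound treatment, then luciferase reagent and a luminescence read; cells are HEK293 stably expressing a constitutively active GLP-1R plus cAMP-responsive luciferase.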
# HEK293 tox: cytotoxicity counter-screen for GLP-1 receptor inverse agonists; HEK293 cAMP-luciferase reporter cells, luminescence, 24 h; Potency, µM (series often up to 38.3 µM), without a hit: at the top dose activity change, negative = inhibition, most hits filed as inhibitors; 410,000 compounds, 0.13% hits;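 also: loss of luciferase light is scored as toxicity; potency is read from the fitted curve at half-maximal effect; % is scaled to controls: 0 for no effect and ±100 for the full control effect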
#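 Here, cytotoxicity is scored as loss of luminescence. The MLSMR collection was tested on cells seeded in medium containing 10% Nu serum, with a 24 hr compound exposure preceded by 12 hours of culture.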
# * hit, by the source's call; ? = inconclusive; . = not tested or not shown; [ ] = another dose, or the depositor's remark. Unless noted, calls follow the shape of the dose curve; as a rule, active = well fitted curve in the direction sought with a large enough effect; inconclusive = small, poorly fitted or top-dose-only effect, or another doubt; inactive = no such curve, though single readings can be large; an effect the other way counts as inactive or inconclusive.
SMILES,IL2 activator,PI5P4Ka inh,DRD3 agonist,WRN helicase inh,GLP-1R inv ag,HEK293 tox
COc1ccc(-c2nc3n(n2)C(c2ccccc2F)C(C(=O)Nc2cccnc2)=C(C)N3)cc1OC (configuration not stated),.,.,-13.7,.,23.9%,-0.9%
CCOc1ccc(-c2cc3c(=O)n(CC(=O)Nc4cc(F)ccc4C)ccn3n2)cc1,.,.,-10.9,.,-3.9%,-2.6%
CCOC(=O)c1cccc(NS(=O)(=O)c2ccc3[nH]c4c(c3c2)CCCC4)c1,.,.,0.7,.,?,?
COc1ccc(C(=O)Nc2ccc3c(c2)CCCN3S(=O)(=O)c2ccc(C)cc2)cc1,.,.,5.0,.,?,-2.5%
CCc1cccc(C)c1NC(=O)Cn1ncc2c3ccccc3n(Cc3ccccc3)c2c1=O,.,.,8.9,.,-4.1%,-4.4%
Nc1ncc(S(=O)(=O)NCc2cccc(Cl)c2)cn1,.,.,13.2,.,4.8%,-9.4%
N#Cc1ccc(-c2cccs2)nc1SCc1ccc(Cl)cc1Cl,.,.,3.1,.,8.8%,-4.3%
COc1ccc(OCC(=O)N(Cc2cccs2)c2ccc(OC)cc2)cc1,.,.,6.8,.,?,-17.0%
COc1ccc(-c2nc(SCC(=O)NCCc3ccccc3)n[nH]2)cc1,.,.,7.9,.,7.2%,-13.2%
O=C(NCc1ccccc1)c1ccc2c(c1)N(Cc1ccccc1F)C(=O)c1ccccc1S2=O (configuration not stated),.,.,-26.8,.,?,-10.6%
COC(=O)c1ccccc1C(=O)c1c(C)cc(C)cc1C,0.3,6.7,.,-6.5%[57.1 µM],.,.
COc1ccc(CCNC(=O)c2ccc(CSc3ccc(Cl)cc3)o2)cc1OC,-0.4,-1.3,.,-4.8%[57.1 µM],.,.
N#Cc1cccc(C=C(C(=O)c2ccccc2)c2ccccc2)c1,-0.4,3.4,.,-8.1%[57.1 µM],.,.
COCCCN1C(=O)C(CC(=O)NCc2cccs2)CC(C(=O)N2CCCCCC2)=C1C (configuration not stated),-0.3,2.1,.,-3.2%[57.1 µM],.,.
O=C1NC[C@H](Cc2ccccc2)N(CCc2cc(C(F)(F)F)cc(C(F)(F)F)c2)C1=O,-0.2,2.5,.,-19.4%[57.1 µM],.,.
CC1=C(C(=O)N(C(C)C)C(C)C)CC(CC(=O)NCC2CCCCC2)C(=O)N1Cc1ccc(C(C)(C)C)cc1 (configuration not stated),-0.8,-9.9,.,-8.9%,.,.
COCCCN1C(=O)C(CC(=O)NCc2cccc3ccccc23)CC(C(=O)N2CCCCCC2)=C1C (configuration not stated),1.0,10.2,.,7.2%,.,.
O=C(Nc1ccc2ccccc2c1)OC1CCS(=O)(=O)C1 (configuration not stated),0.0,2.0,.,-1.1%,.,.
O=C1NC[C@@H]2CCCN2C1=O,0.1,-4.9,.,-2.5%[57.1 µM],.,.
O=C(C[n+]1cccc(/C=N/O)c1)NC(=O)Nc1ccccc1,0.8,-1.7,.,4.5%[57.1 µM],.,.

# As a short view, some entries already given.
SMILES,IL2 activator,PI5P4Ka inh,DRD3 agonist,WRN helicase inh,GLP-1R inv ag,HEK293 tox
COc1ccc(-c2nc3n(n2)C(c2ccccc2F)C(C(=O)Nc2cccnc2)=C(C)N3)cc1OC (configuration not stated),.,.,-13.7,.,23.9%,-0.9%
CCOc1ccc(-c2cc3c(=O)n(CC(=O)Nc4cc(F)ccc4C)ccn3n2)cc1,.,.,-10.9,.,-3.9%,-2.6%

# Rewritten as labelled records: entries from further up.
SMILES: CCOC(=O)c1cccc(NS(=O)(=O)c2ccc3[nH]c4c(c3c2)CCCC4)c1
  IL2 activator: . | PI5P4Ka inh: . | DRD3 agonist: 0.7 | WRN helicase inh: . | GLP-1R inv ag: ? | HEK293 tox: ?

SMILES: COCCCN1C(=O)C(CC(=O)NCc2cccc3ccccc23)CC(C(=O)N2CCCCCC2)=C1C (configuration not stated)
  IL2 activator: 1.0 | PI5P4Ka inh: 10.2 | DRD3 agonist: . | WRN helicase inh: 7.2% | GLP-1R inv ag: . | HEK293 tox: .

SMILES: COc1ccc(C(=O)Nc2ccc3c(c2)CCCN3S(=O)(=O)c2ccc(C)cc2)cc1
  IL2 activator: . | PI5P4Ka inh: . | DRD3 agonist: 5.0 | WRN helicase inh: . | GLP-1R inv ag: ? | HEK293 tox: -2.5%

SMILES: CCc1cccc(C)c1NC(=O)Cn1ncc2c3ccccc3n(Cc3ccccc3)c2c1=O
  IL2 activator: . | PI5P4Ka inh: . | DRD3 agonist: 8.9 | WRN helicase inh: . | GLP-1R inv ag: -4.1% | HEK293 tox: -4.4%

# A portion of the library; count on the stated rates, not on these rows.
